aSyn rescue: rescues yeast growth from alpha-synuclein toxicity | Potency, µM (doses to about 46.1 µM), without a hit: at the highest dose growth rescue (activation), most hits filed as activators | Yeast expressing alpha-synuclein, growth rescue, BacTiter-Glo, 24 h | actives 0.14% (n = 370,000) | AID 652106; further: potency means the concentration at half of the fitted maximal effect; % of control where 0% means no effect; nearly all actives have a fitted effect of over 65% in size
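Readout is rescue of growth in alpha-synuclein-expressing yeast, so inhibitors of toxicity appear as activators. Growth after 24 hr at 30 deg C in galactose medium is quantified by luminescence.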
EPAC1 agonist: activates human EPAC1 exchange factor; O95398; EPAC1 agonist qHTS, biochemical assay; response scale: 100% = response to 6.5 mM cAMP; Potency, µM (titrated, usually from 154 µM), for the others: at the highest dose activation, usual class: activators; actives 0.073% (n = 360,000); further: potency means the concentration at half of the fitted maximal effect; nearly all actives have a fitted effect of over 60% in size
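Fluorescent GDP-exchange assay: 100 nM EPAC1 with 250 nM Rap1B preloaded with BODIPY-GDP and 50 uM GDP; compounds tested as concentration series, 5 min at room temperature, then read every 5 min for 30 min (ex 480/em 540 nm); normalized to 6.5 mM cAMP.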
IL2 activator: IL-2 activation; actives 0.065% (n = 360,000); activation, % (series mostly up to about 46 µM); IL-2 activation reporter assay, cell-based qHTS; stimulated with anti-CD3/CD4/CD28 beads; in transgenic mouse T cells; AID 652025; in the data active means activation above about 50%; inconclusive means mostly about 30% to 49%; further: 0% is about no effect
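EGFP and DsRed fluorescence is measured by plate cytometry in unstimulated transgenic mouse T cells exposed to compound for 60 minutes, then stimulated 18 hours at 37 degrees C with anti-CD3/anti-CD4 beads plus anti-CD28.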
EPAC1 antagonist: blocks human EPAC1 exchange factor; actives 0.14% (n = 360,000); EPAC1 GEF assay, Rap1b-BODIPY-GDP exchange fluorescence; Potency, µM (top dose mostly 115 µM), without a hit: top-dose activity change, negative = inhibition, usual class: inhibitors; AID 720709; O95398;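 further: potency means the concentration at half of the fitted maximal effect; plate controls were vehicle for no effect and positive control for full effect; nearly all actives have a fitted effect of over 50% in size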
WRN inhibitor: inhibitors of human WRN helicase; Q14191; WRN helicase unwinding, fluorescent forked duplex, kinetic; Potency, µM (titrated, usually from 114 µM), for the others: top-dose activity change, negative = inhibition, actives largely listed as inhibitors; actives 0.46% (n = 360,000); further: potency means the concentration at half of the fitted maximal effect; on the % scale 0 is the no-effect control and ±100 the full control effect; nearly all actives have a fitted effect of over 55% in size
Target sequence (Q14191 whole entry, looked up): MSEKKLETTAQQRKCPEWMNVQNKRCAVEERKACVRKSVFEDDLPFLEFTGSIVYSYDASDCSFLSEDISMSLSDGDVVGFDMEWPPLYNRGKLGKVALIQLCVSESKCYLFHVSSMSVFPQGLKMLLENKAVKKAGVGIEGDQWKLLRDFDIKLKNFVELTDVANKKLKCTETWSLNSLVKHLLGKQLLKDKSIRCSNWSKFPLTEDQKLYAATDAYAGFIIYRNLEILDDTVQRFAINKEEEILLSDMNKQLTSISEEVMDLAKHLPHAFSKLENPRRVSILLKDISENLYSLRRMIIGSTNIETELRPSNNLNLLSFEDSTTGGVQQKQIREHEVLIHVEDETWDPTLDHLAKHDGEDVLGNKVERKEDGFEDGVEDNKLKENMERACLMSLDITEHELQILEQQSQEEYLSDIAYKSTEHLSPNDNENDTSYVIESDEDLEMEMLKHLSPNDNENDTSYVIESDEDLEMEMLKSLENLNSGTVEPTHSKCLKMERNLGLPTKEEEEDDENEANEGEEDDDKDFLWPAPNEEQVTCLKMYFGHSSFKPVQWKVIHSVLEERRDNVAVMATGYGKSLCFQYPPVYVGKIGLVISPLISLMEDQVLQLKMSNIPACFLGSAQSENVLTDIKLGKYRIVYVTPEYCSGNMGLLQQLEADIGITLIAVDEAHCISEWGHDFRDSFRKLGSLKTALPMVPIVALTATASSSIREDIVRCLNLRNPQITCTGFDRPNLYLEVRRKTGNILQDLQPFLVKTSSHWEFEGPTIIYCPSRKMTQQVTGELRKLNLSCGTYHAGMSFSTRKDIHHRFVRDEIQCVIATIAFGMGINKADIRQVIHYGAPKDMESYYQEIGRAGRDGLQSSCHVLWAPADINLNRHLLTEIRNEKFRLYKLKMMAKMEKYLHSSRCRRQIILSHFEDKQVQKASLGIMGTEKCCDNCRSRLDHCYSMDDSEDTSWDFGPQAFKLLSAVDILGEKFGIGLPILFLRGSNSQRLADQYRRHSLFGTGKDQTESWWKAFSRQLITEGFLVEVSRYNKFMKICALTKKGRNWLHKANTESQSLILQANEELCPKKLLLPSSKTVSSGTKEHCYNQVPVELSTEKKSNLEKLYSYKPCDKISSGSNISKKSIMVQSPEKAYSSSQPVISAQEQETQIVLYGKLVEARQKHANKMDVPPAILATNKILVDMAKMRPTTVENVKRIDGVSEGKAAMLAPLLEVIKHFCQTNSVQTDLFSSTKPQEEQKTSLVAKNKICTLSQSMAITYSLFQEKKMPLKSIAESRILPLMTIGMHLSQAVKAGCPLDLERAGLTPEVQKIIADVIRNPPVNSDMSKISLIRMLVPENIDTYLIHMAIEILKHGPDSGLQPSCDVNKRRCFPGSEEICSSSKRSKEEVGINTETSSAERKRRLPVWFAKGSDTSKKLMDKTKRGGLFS
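Kinetic fluorescence helicase assay: unwinding of a quenched forked DNA duplex (100 nM final) with 2 mM ATP final raises red fluorescence (525/598 nm). Compounds sat 15 min at room temperature with 20 nM WRN beforehand.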
FUS yeast rescue: suppressors of FUS proteinopathy in yeast; Potency, µM (doses to about 76.6 µM), inactives show at the top dose growth rescue (activation), hits mostly activators; actives 0.24% (n = 390,000); AID 1347120; S. cerevisiae FUS-expressing, growth rescue, OD600, 24 h;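 further: potency means the concentration at half of the fitted maximal effect; plate controls were DMSO vehicle for no effect and reference control for full effect; nearly all actives have a fitted effect of over 55% in size; some results filed as inactive show a strong effect at the top dose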
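Absorbance at 600 nm, taken 24hr after compound addition, measured rescue of FUS-yeast growth at 30C. Induction used 2% galactose with seeding at OD 0.005. Controls: CP55940 from 92uM final, DMSO only.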
Abeta yeast res: restores growth of yeast expressing A-beta42 peptide; Potency, µM (doses to about 46.1 µM), for inactives: top-dose growth rescue, usual class: activators; yeast expressing A-beta42, growth rescue, OD600, 48 h; response scale: 0% DMSO, 100% iron-clioquinol control; actives 0.063% (n = 410,000); further: potency means the concentration at half of the fitted maximal effect; nearly all actives have a fitted effect of over 55% in size
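Yeast A-beta toxicity model in growth medium with pinned compounds, 48 h at 30 C; growth read as absorbance at 600 nm. Normalized to FeCl3/clioquinol equimolar mix (positive) and DMSO (negative).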
PLK1 PBD inh: blocks phosphopeptide binding to human PLK1 polo-box domain; P53350; Plk1 PBD binding of FITC phosphopeptide, fluorescence polarization; Potency, µM, without a hit: max response, negative = inhibition, most hits filed as inhibitors; actives 2.8% (n = 360,000); AID 720504; further: potency means the concentration at half of the fitted maximal effect; series mostly up to about 57 µM; on the % scale 0 is the no-effect control and ±100 the full control effect; nearly all actives have a fitted effect of over 65% in size
PI5P4K alpha inh: PI5P4K alpha (human) kinase inhibition; P48426; PI5P4Kalpha enzyme, ADP-Glo luminescence, 60 min; stronger effect = lower value; max response, %; actives 1.2% (n = 330,000); active means max response of -50% or lower; inconclusive means between -30% and -50%; inactive means -30% or higher; further: value at the top dose of about 77 µM; on the % scale 0 is the no-effect control and ±100 the full control effect
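Quantitative HTS of the MLSMR library against PI5P4Kalpha with substrate. ATP added last at 5 microM final; room temperature, 60 minutes. Remaining ATP depleted, ADP converted and read as luminescence.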
An asterisk follows results filed as active; ? = inconclusive; nt = not tested or not shown; & = joins results of further samples; [ ] = dose if it differs, or a comment. Unless noted, the call rests on the fitted dose curve; in most records, active means well fitted curve in the direction sought with a large enough effect; inconclusive means small, poorly fitted or top-dose-only effect, or another doubt; inactive means no such curve, though single readings can be large; an effect the other way counts as inactive or inconclusive.

(1) Cc1ccc(O)c(C(=O)c2cnn(-c3ccccc3)c2)c1
(2) Nc1ccc(NC(=O)c2ccc(C(=O)Nc3ccc(N)cc3)cc2)cc1
(3) COCCN(C(=O)CSc1ncccn1)c1c(N)n(Cc2ccccc2)c(=O)[nH]c1=O
(4) c1csc(-c2nnc(COc3ccc4c(c3)OCO4)o2)c1
(5) Cc1ccc(N2CC(C(=O)O)CC2=O)cc1 (configuration not stated)
(6) O=C(CSc1nnc(-c2cccs2)o1)Nc1cccc(S(=O)(=O)N2CCCCC2)c1
(7) N#Cc1ccsc1NC(=O)CN1CCN(c2ccccc2)CC1
(8) O=C(O)c1ccc2c(c1)ncn2C1CCCC1
entry no.,1,2,3,4,5,6,7,8
aSyn rescue,-14%,-2%,1%,1%,-7%,7%,1%,-3%
EPAC1 agonist,0%,-2%,-42%,7%,2%,-2%,-7%,4%
IL2 activator,-2.5,0.3,1.0,0.2,1.5,-0.8,2.6,-0.5
EPAC1 antagonist,-10%,7%,-6%,4%,5%,-5%,-6%,-17%
WRN inhibitor,?,-19%,-9%,-8%,2%,-4%,-1%,4%
FUS yeast rescue,-31%,?,3%,10%,-19%,nt,27%,-2%
Abeta yeast res,-4%,-10%,19%,-2%,5%,-3%,3%,-5%
PLK1 PBD inh,3.4µM*,0%,-3%,-4%,1%,3%,-2%,-4%
PI5P4K alpha inh,?,-14,2,9,-2,-7,-20,-8

(9) COc1ccccc1C(=O)Nc1ccc2[nH]ncc2c1
(10) COc1cc(C(=S)N2CCOCC2)cc(OC)c1O
(11) Cc1cc(O)c(C2(O)C(=O)Nc3ccccc32)cc1C (configuration not stated)
(12) Cc1cc(C)nc(NC(=O)CSc2nc3cc(Cl)ccc3s2)n1
(13) CCCCn1c(N)c(N(CCOC)C(=O)C2CCN(S(=O)(=O)c3ccc(F)cc3)CC2)c(=O)[nH]c1=O
(14) CCOC(=O)c1c(-c2ccc(OC)cc2)cn2ccccc12
(15) CSc1nc(NCCN(C)C)c2sc3nc(-c4ccco4)c4c(c3c2n1)CCC4
(16) CCOc1ccc(NC(=O)CN(C)C(=O)C2CC(=O)N(CCc3ccc(OC)c(OC)c3)C2)cc1OCC (configuration not stated)
entry no.,9,10,11,12,13,14,15,16
aSyn rescue,1%,-8%,-2%,-11%,-3%,7%,-4%,-2%
EPAC1 agonist,-2%,10%,-5%,-1%,-3%,11%,-8%,12%
IL2 activator,-1.6,-0.1,-1.0,-2.0,-3.8,-0.6,-3.7,-5.0
EPAC1 antagonist,-1%,-8%,5%,-7%,-17%,0%,-8%,10%
WRN inhibitor,3%,4%,-3%,-21%,-3%,0%,-22%,-1%
FUS yeast rescue,17%,-1%,-4%,4%,6%,13%,10%,nt
Abeta yeast res,-6%,-9%,-22%,1%,1%,12%,-49%[inhibitor],0%
PLK1 PBD inh,-19%,?,-1%,-26%,-13%,4%,-12%,0%
PI5P4K alpha inh,-2,-11,-13,-28,-4,5,-10,-4

(17) CC(=O)Nc1ccc(OC(=O)c2cccs2)cc1
(18) Cc1cc(NC(=O)CSc2ccc3ccccc3c2)no1
(19) O=C(Nc1ccc(S(=O)(=O)N2CCCC2)cc1)c1ccc(F)cc1
(20) O=C(Nc1ccc2nsnc2c1)N1CCCCC1
(21) COc1ccccc1CNC(=O)C[C@H]1CC[C@@H]2[C@H](COC[C@H](O)CN2Cc2ccc3c(c2)OCO3)O1
(22) CCOc1ccc(NC(=O)C(CC)NC(=O)c2ccccc2CO)cc1 (configuration not stated)
(23) CC(C)c1ccc(N2C(=O)[C@@H]3Cc4ccccc4CN3C2=O)cc1
(24) CCCCC(=O)Oc1c(S(=O)(=O)c2ccccc2)c(C)nn1C(C)(C)C
entry no.,17,18,19,20,21,22,23,24
aSyn rescue,1%,7%,-2%,0%,-1%,1%,-6%,-6%
EPAC1 agonist,5%,3%,-13%,3%,15%,2%,6%,2%
IL2 activator,-0.6,2.0,0.2,4.2,-0.5,0.0,-2.3,-4.4
EPAC1 antagonist,-2%,-14%,-14%,10%,5%,1%,20%,?
WRN inhibitor,13%,-35%,7%,-12%[57.1 µM],-4%,-14%,9%,2%
FUS yeast rescue,28%,-3%,11%,-1%,4%,-8%,7%,19%
Abeta yeast res,-8%,1%[9.22 µM],13%,5%,-1%,21%,5%,?
PLK1 PBD inh,-18%,?,0%,-4%,-5%,-19%,-8%,-6%
PI5P4K alpha inh,nt,?,5,0,5,3,5,19

(25) COc1cccc(C(=O)N2CCCC(Nc3ccc(C)c(C)c3)C2)c1 (configuration not stated)
(26) Cc1cccc(NC(=O)COc2ccc(-c3nn(C)c(=O)c4ccccc34)cc2)c1
(27) Cc1ccc(C(=O)N2CCC3CC2c2cc(-c4ccc5c(c4)OCO5)ccc23)cc1 (configuration not stated)
(28) CN(Cc1cc2ccccc2[nH]c1=O)S(=O)(=O)c1ccccc1
(29) Cc1ncc(CO)c(/C=N/NC(=O)c2ccoc2C)c1O
(30) Cc1nc(N(C)C)c2sc(=S)n(C)c2n1
(31) COc1cc2c(cc1OC)C(c1ccccc1[N+](=O)[O-])N(C(C)=O)CC2 (configuration not stated)
(32) COC(=O)c1cccc(NC(=O)CN2CCC(NC(=O)c3cc(OC)c(OC)c(OC)c3)CC2)c1
entry no.,25,26,27,28,29,30,31,32
aSyn rescue,5%,4%,8%,12%,-5%,-5%,-1%,2%
EPAC1 agonist,4%,11%,5%,4%,-31%[inhibitor],3%,6%,0%
IL2 activator,-1.9,-0.5,-0.7,0.4,-1.0,-1.0,-2.9,2.4
EPAC1 antagonist,2%,-1%,-6%,-7%,-5%,-6%,-3%,17%
WRN inhibitor,5%,-7%,-6%,3%,-15%,2%,3%,14%
FUS yeast rescue,-9%,?,44%,-17%,8%,-23%,7%,22%
Abeta yeast res,-5%,7%&1%,-9%,21%,-21%,2%,5%,-14%
PLK1 PBD inh,1%,4%,-1%,?,-13%,-13%,-11%,-7%
PI5P4K alpha inh,-3,9,-2,-2,0,3,-1,4

(33) O=C(Nc1ccc(-n2cccc2)cc1)C1CC1
(34) O=c1ccc2cc(O)c(O)cc2o1
(35) CSc1nc(N2CCOCC2)nc2ccc(C)cc12
(36) NS(=O)(=O)c1ccc(CCNC(=O)[C@@H]2CCCN2S(=O)(=O)c2ccccc2F)cc1
(37) O=C(CCCC(=O)OCC(F)(F)C(F)F)Nc1ccccc1F
(38) O=C(CCNC(=O)c1ccccc1)OCC(=O)c1ccccc1
(39) CC1(C)CC2CC(C)(CN2C(=O)COC(=O)c2ccc(Cl)cc2N)C1 (configuration not stated)
(40) Cc1ccc(C(=O)NN2CC(O)=C(c3nc(-c4cccc([N+](=O)[O-])c4)cs3)C2=N)cc1
entry no.,33,34,35,36,37,38,39,40
aSyn rescue,-6%,-2%,6%,-11%,6%,1%,-1%,-3%
EPAC1 agonist,-1%,-1%,-6%,-1%,-4%,-8%,-17%,11%
IL2 activator,2.1,1.1,-0.5,-2.2,1.1,-1.2,-0.2,-0.6
EPAC1 antagonist,-22%,0%,11%,34%[activator],-18%,-2%,-4%,10%
WRN inhibitor,6%,-10%,13%,-3%,-4%,-1%,12%,-2%[57.1 µM]
FUS yeast rescue,9%,-25%,-12%,27%,10%,-7%,19%,6%
Abeta yeast res,-10%,-15%,-29%,-3%,-7%,4%,-2%,-8%
PLK1 PBD inh,-15%,-14%,-1%,-3%,-12%,2%,-8%,-17%
PI5P4K alpha inh,-1,-6,21,nt,3,2,9,-24

(41) COc1cc2[nH]c3c(=O)n4c(nc3c2cc1OC)SCCC4
(42) O=C(O)C1CCCCC1C(=O)Nc1nc(-c2cccs2)cs1 (configuration not stated)
(43) COc1ccc(Cn2nnnc2C(c2ccccc2Cl)N2CCN(C)CC2)cc1 (configuration not stated)
(44) COc1ccc(CCn2c(C)nc3ccccc3c2=O)cc1OC
(45) O=C(Nc1ccc(C(=O)N2CCCCC2)cc1)c1ccc([N+](=O)[O-])cc1
(46) O=C(O)CNC(=O)C1CCCN1C(=O)CNC(=O)OCc1ccccc1 (configuration not stated)
(47) CCCCCc1c(C)nc(N2CCc3ccccc32)[nH]c1=O
(48) CC(=O)Nc1ccc(Nc2nc(C)c([N+](=O)[O-])c(Nc3ccccc3)n2)cc1
entry no.,41,42,43,44,45,46,47,48
aSyn rescue,4%,-3%,3%,-2%,-5%,7%,2%,0%
EPAC1 agonist,-7%,11%,8%,-1%,-1%,-8%,2%,-5%
IL2 activator,-1.7,0.4,1.2,-2.0,-0.1,0.7,0.0,-1.6
EPAC1 antagonist,19%,0%,10%,-13%,1%,19%,-11%,-14%
WRN inhibitor,-1%,5%,-1%,4%,-7%,-10%,1%,-15%
FUS yeast rescue,3%,-7%,14%,-19%,10%,-28%,nt,13%
Abeta yeast res,-5%,-1%,-3%,-2%,6%,-1%,2%,4%
PLK1 PBD inh,4%,-22%,-5%,-2%,-2%,1%,-6%,-2%
PI5P4K alpha inh,3,3,7,1,-3,5,2,-18

Entries of single compounds, looked up by structure:
Entry for `CC1(C)CC2CC(C)(CN2C(=O)COC(=O)c2ccc(Cl)cc2N)C1` (configuration not stated) → aSyn rescue = -1%; EPAC1 agonist = -17%; IL2 activator = -0.2; EPAC1 antagonist = -4%; WRN inhibitor = 12%; FUS yeast rescue = 19%; Abeta yeast res = -2%; PLK1 PBD inh = -8%; PI5P4K alpha inh = 9
Entry for `O=C(CCCC(=O)OCC(F)(F)C(F)F)Nc1ccccc1F` → aSyn rescue = 6%; EPAC1 agonist = -4%; IL2 activator = 1.1; EPAC1 antagonist = -18%; WRN inhibitor = -4%; FUS yeast rescue = 10%; Abeta yeast res = -7%; PLK1 PBD inh = -12%; PI5P4K alpha inh = 3
Entry for `CN(Cc1cc2ccccc2[nH]c1=O)S(=O)(=O)c1ccccc1` → aSyn rescue = 12%; EPAC1 agonist = 4%; IL2 activator = 0.4; EPAC1 antagonist = -7%; WRN inhibitor = 3%; FUS yeast rescue = -17%; Abeta yeast res = 21%; PLK1 PBD inh = ?; PI5P4K alpha inh = -2

Source: PubChem BioAssay
